pPAFAH FP inh = inhibitors of human plasma PAF acetylhydrolase (pPAFAH). Q13093. recombinant pPAFAH, FP-rhodamine probe fluorescence polarization. inhibition, % at 3.39 µM. 330,000 tested, 1.5% active;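 active = inhibition above the mean inhibition across the screen plus 3 SD, cut at about 25% in these data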;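 note: inhibitors block binding of the rhodamine activity-based probe so polarization drops; 0% = enzyme with DMSO and 100% = wells lacking pPAFAH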
Target sequence (Q13093 whole entry, looked up): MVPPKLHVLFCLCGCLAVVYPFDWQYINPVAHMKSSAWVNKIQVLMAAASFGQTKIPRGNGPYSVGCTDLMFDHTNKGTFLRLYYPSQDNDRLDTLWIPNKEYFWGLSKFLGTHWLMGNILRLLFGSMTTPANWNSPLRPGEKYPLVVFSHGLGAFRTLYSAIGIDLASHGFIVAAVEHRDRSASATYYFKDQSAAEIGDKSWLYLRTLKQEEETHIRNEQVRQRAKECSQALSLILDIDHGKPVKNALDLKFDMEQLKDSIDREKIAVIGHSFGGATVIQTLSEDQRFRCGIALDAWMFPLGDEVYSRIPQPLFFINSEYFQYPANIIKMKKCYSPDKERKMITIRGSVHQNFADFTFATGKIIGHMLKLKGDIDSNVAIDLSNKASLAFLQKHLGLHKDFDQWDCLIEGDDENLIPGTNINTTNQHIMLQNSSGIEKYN
PAD4 FP inh = PAD4 (human) enzyme inhibition | Q9UM07 | recombinant PAD4, RCA probe fluorescence polarization | inhibition, % at 6.36 µM | 330,000 tested, 0.41% active | AID 485272;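 active = percent inhibition above a cutoff equal to the mean of all tested compounds plus 3 SD, cut at about 15% in these data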;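 note: 0% = PAD4 with RCA probe and DMSO and 100% = probe without PAD4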
Target sequence (Q9UM07 whole entry, looked up): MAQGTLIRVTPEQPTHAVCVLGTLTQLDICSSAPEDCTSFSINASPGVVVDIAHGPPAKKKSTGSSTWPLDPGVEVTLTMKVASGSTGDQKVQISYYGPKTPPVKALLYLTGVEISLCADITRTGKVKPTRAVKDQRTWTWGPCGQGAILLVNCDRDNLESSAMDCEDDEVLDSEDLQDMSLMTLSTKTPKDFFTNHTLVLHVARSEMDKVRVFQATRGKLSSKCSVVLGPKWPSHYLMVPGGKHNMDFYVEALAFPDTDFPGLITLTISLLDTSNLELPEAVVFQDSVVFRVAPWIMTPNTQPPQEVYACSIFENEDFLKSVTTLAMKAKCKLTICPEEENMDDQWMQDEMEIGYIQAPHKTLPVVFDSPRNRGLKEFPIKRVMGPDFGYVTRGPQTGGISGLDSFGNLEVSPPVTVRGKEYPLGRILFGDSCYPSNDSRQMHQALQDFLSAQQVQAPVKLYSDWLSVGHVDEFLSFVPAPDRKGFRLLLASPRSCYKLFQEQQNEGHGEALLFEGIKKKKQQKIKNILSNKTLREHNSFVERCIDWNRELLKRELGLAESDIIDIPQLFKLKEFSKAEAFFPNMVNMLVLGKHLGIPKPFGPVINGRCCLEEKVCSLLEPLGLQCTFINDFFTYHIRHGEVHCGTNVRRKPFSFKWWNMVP
PAFAH1B3 inh = PAFAH1B3 (human) inhibition; inhibition, % at 3.39 µM; Q15102; 340,000 tested, 0.28% active; AID 492972; recombinant PAFAH1B3, FP-rhodamine probe, fluorescence polarization;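 active = inhibition above the screen-wide average of all tested compounds plus 3 SD, cut at about 25% in these data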;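 note: 0% = enzyme with DMSO only and 100% = wells lacking PAFAH1B3 protein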
PAFAH2 inh = PAFAH2 (human) inhibition | recombinant PAFAH2, FP-rhodamine activity probe, fluorescence polarization | 340,000 tested, 0.99% active | AID 492956 | inhibition, % at 3.39 µM | Q99487;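 active = inhibition above the mean over all tested compounds plus 3 SD, cut at about 30% in these data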;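 note: inhibitors block probe labeling of enzyme so polarization drops; 0% = enzyme with DMSO and 100% = wells lacking PAFAH2 protein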
GSTO1 inh = GSTO1 inhibition, counter-screen for RBBP9 inhibitors | recombinant GSTO1, activity-based probe fluorescence polarization | inhibition, % at 5.96 µM | P78417 | 300,000 tested, 1.1% active;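 active = inhibition above the campaign mean inhibition plus 3 SD, cut at about 35% in these data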;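 note: 0% = GSTO1-1 with DMSO and 100% = wells lacking GSTO1-1 enzyme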
LYPLA1 inh = counter-screen for PME1 inhibitors: inhibitors of human LYPLA1. inhibition, % at 5.9 µM. recombinant LYPLA1, FP-Rh probe fluorescence polarization. 320,000 tested, 0.16% active. O75608. AID 2174;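 active = inhibition above the mean of all tested compounds plus 3 SD, set per campaign, cut at about 14% in these data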;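 note: inhibitors block serine hydrolase probe labeling of LYPLA1 so polarization falls; 0% = enzyme with DMSO and 100% = wells lacking LYPLA1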
PAFAH1B2 FP inh = blocks human PAF acetylhydrolase 1b catalytic subunit 2; 340,000 tested, 1.2% active; inhibition, % at 3.39 µM; P68402; recombinant PAFAH1B2, FP-rhodamine activity probe, fluorescence polarization;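 active = inhibition above the mean of all tested compounds plus 3 SD, cut at about 24% in these data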;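 note: 0% = enzyme with DMSO and 100% = wells lacking PAFAH1B2; many of its hits are not listed in these tables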
LYPLA2 inh = LYPLA2 (human) inhibition in PME1 counter-screen. O95372. recombinant LYPLA2, FP-Rh probe fluorescence polarization. inhibition, % at 5.9 µM. 320,000 tested, 0.38% active;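 active = inhibition above the screen-wide mean plus 3 SD, limit set per campaign, cut at about 26% in these data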;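 note: 0% = LYPLA2 with DMSO and 100% = wells lacking LYPLA2 enzyme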
PME-1 inh = PME-1 (human) inhibition; recombinant PME-1, FP-Rh probe fluorescence polarization; inhibition, % at 5.9 µM; Q9Y570; 320,000 tested, 0.53% active;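 active = inhibition above the campaign mean of all compounds plus 3 SD, cut at about 26% in these data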;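 note: competitive labeling of PME-1 active site by serine hydrolase directed probe; 0% = PME-1 with DMSO and 100% = wells lacking PME-1 enzyme; inhibitors block probe labeling so polarization falls and inhibition rises; many of its hits are not listed in these tables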
Active calls of the source: *; · = not tested or not shown. This is a subset. The share of hits here may be higher or lower than overall.

Preview, 2 compounds:
SMILES	pPAFAH FP inh	PAD4 FP inh	PAFAH1B3 inh	PAFAH2 inh	GSTO1 inh	LYPLA1 inh	PAFAH1B2 FP inh	LYPLA2 inh	PME-1 inh
FC(F)(F)c1ccccc1-n1ccnc1	3.4	-4.9	0.4	-0.1	5.2	-1.0	-3.5	4.2	-5.9
O=C(Nc1ccc2c(c1)OCO2)C1CCCCN1S(=O)(=O)c1ccc(F)cc1 (stereo not given)	-2.1	4.6	12.4	5.2	4.9	0.7	-1.8	4.3	-5.6

The listing, from the first entry:
SMILES	pPAFAH FP inh	PAD4 FP inh	PAFAH1B3 inh	PAFAH2 inh	GSTO1 inh	LYPLA1 inh	PAFAH1B2 FP inh	LYPLA2 inh	PME-1 inh
FC(F)(F)c1ccccc1-n1ccnc1	3.4	-4.9	0.4	-0.1	5.2	-1.0	-3.5	4.2	-5.9
O=C(Nc1ccc2c(c1)OCO2)C1CCCCN1S(=O)(=O)c1ccc(F)cc1 (stereo not given)	-2.1	4.6	12.4	5.2	4.9	0.7	-1.8	4.3	-5.6
CCOC(=O)CSc1nnc(CSc2nc3sc4c(c3c(=O)[nH]2)CCC4)n1C	11.2	-6.5	7.3	9.4	-22.9	-1.7	2.5	9.2	-1.4
C[C@H](O)c1[nH]c2cc(F)ccc2c1[C@H](C)O	3.0	-5.3	5.9	-5.4	5.9	-1.6	-0.7	-8.9	-3.9
O=C(NC(=O)c1cccc(F)c1)Nc1nc(-c2ccc(F)cc2)cc(C(F)(F)F)n1	7.8	-1.8	-1.5	-0.7	-0.8	0.5	-0.1	3.4	3.7
CN1CCCN(C(=O)/C=C/c2ccc(F)cc2)CC1	-1.9	-1.0	-4.4	-4.2	-0.7	-4.5	-3.2	-4.5	2.6
Cc1nn2c(-c3ccccc3)nnc2c2ccccc12	-0.5	1.1	11.7	0.7	5.2	-0.4	2.1	2.4	4.6
CCCNc1c(NC(=O)c2cccs2)c(=O)oc2ccccc12	1.4	-5.1	1.5	1.2	4.8	3.6	-0.2	9.5	4.9
O=C(C1=C[C@H](c2ccc(C(F)(F)F)cc2)C[C@H](OCc2ccc(CO)cc2)O1)N1CCOCC1	1.7	-5.3	12.9	-6.3	1.6	3.2	3.0	6.8	2.5
c1cc2c(c(NCc3ccncc3)c1)CCCC2	5.7	0.1	5.2	-4.5	2.8	0.3	3.8	2.5	2.3
CCN(c1cccc(C(F)(F)F)c1)S(=O)(=O)c1ccc2c(c1)CCN2C(C)=O	6.3	-2.9	10.6	8.5	-1.7	-4.3	-1.8	-1.6	5.1
O=C(N/N=C/C=C/c1ccccc1[N+](=O)[O-])c1cccnc1	-1.1	-1.8	2.4	7.0	5.6	1.1	1.4	-3.8	5.7
CCOC(=O)Cc1csc(NC(=O)CSc2nnnn2-c2ccc(F)cc2)n1	1.5	-0.8	4.8	4.2	4.3	-0.9	1.4	-1.6	-0.8
O=S(=O)(c1ccc2ccccc2c1)N1CCN(S(=O)(=O)N2CCCCC2)CC1	0.4	7.1	6.4	5.0	-4.1	2.3	3.4	2.4	1.2
O=C(Nc1ccnc(-c2ccncc2)n1)c1ccc(Cl)cc1	0.8	-0.6	-0.6	-2.9	4.3	-0.1	1.7	2.7	-3.8
CCOc1ccccc1NC(=O)c1cc(-c2cc(OC)c(OC)c(OC)c2)nc2ccccc12	2.7	0.6	-10.1	-24.6	-0.3	-6.3	-4.8	12.6	-12.9
c1ccc2c(NCC3CCCO3)nc(N3CCOCC3)nc2c1 (stereo not given)	-5.5	1.5	-0.3	-6.9	-0.1	-5.1	4.2	-4.5	-4.8
CN(C)/C=N/c1sc2c(c1C#N)CCC2	-0.3	0.9	2.0	4.5	9.1	-2.2	4.9	-2.3	2.2
O=C(c1ccc(-n2cncn2)c([N+](=O)[O-])c1)N1CCN(S(=O)(=O)c2cccc(F)c2)CC1	4.5	0.3	4.7	13.8	3.3	1.4	3.6	1.2	3.7
COc1ccc(NC(=O)CN(c2ccccc2F)S(=O)(=O)c2ccc(C)cc2)c(OC)c1	3.6	6.3	5.5	0.3	3.0	-5.9	-0.1	-0.3	2.5
CCC(O)(CC)C(=O)N=Nc1c(O)[nH]c2ccccc12	-0.6	6.3	5.6	1.0	1.2	0.2	0.8	-2.7	0.5
COC(CN1C(=O)C(O)=C(C(C)=O)C1c1ccccn1)OC (stereo not given)	-3.3	-4.1	0.4	-1.4	-1.5	-0.6	1.4	-7.0	-2.0
Cc1ccc(C(=O)N2CCC(C(=O)c3c(C)cc(C)cc3C)CC2)cc1	1.1	-1.0	1.3	3.9	5.0	4.5	1.1	2.0	7.5
C(=N\N1CCN(C2c3ccccc3-c3ccccc32)CC1)/c1ccccn1	8.3	-1.4	-3.7	-5.6	-1.9	-3.2	2.0	3.4	-8.0
O=S(=O)(Nc1ncccn1)c1ccc(NC(=S)N2CCN(Cc3ccc(F)cc3Cl)CC2)cc1	5.5	-1.1	9.8	-5.8	2.5	3.7	-3.2	0.4	0.0
CC1CN(C(=S)NC(=O)C2CCCCC2)CC(C)O1 (stereo not given)	5.1	-1.3	-0.8	-6.0	1.9	2.9	2.8	-1.4	0.9
O=[N+]([O-])c1ccc(O)c(/C=N/Nc2ccccn2)c1	9.1	-0.7	12.3	-2.5	-15.2	-1.6	2.2	2.8	14.6
N#CC1(c2ccccc2)CCC(=NNS(=O)(=O)c2ccccc2)CC1 (stereo not given)	4.5	4.5	5.1	1.7	·	0.5	8.4	3.2	2.8
C=CCc1ccccc1OCC(O)CN1CCOCC1 (stereo not given)	1.4	4.3	7.9	2.0	7.4	-1.7	-0.1	3.6	-2.8
Cc1ccc(C(NC(=O)C2CCCCC2)c2c(O)ccc3ccccc23)cc1 (stereo not given)	-20.8	3.5	-8.6	-7.0	2.2	-5.4	0.9	-13.2	-10.8
Cc1ccc(C(=O)N2NC(c3ccc(F)cc3)C3C(=O)N(c4ccc(C)cc4)C(=O)C32)cc1 (stereo not given)	-2.2	-3.2	-1.2	1.2	7.1	-0.9	3.0	-5.6	-1.9
CC(=O)Nc1nnc(SCc2cccc(F)c2)s1	0.6	0.4	10.6	-7.2	-2.8	-3.2	0.7	5.3	9.6
CC(C)(C)C(=O)Nc1ccccc1C(=O)Nc1cc(Cl)ccc1Cl	3.2	-3.1	0.0	0.9	-3.6	-6.3	4.3	-3.0	-1.5
COCCN1Cc2cccc(C(=O)NC3CCCCCC3)c2C1=O	6.7	-1.8	2.0	-6.9	2.2	3.8	4.7	9.1	-2.7
CCOC(=O)C1(Cc2ccccc2C(F)(F)F)CCN(C(=O)c2cc(C(C)=O)n[nH]2)CC1	-6.9	2.7	3.9	-10.7	4.1	-2.0	7.2	1.1	4.2
COc1ccccc1N1C(=NC(=O)COc2ccccc2)SC2CS(=O)(=O)CC21 (stereo not given)	17.8	-3.1	0.8	3.7	2.9	2.8	-2.7	6.0	3.5
COC(=O)CN1C(=O)CC(C)(C)Sc2ccccc21	6.3	-2.6	5.5	-1.5	-6.0	3.1	1.0	-0.4	-2.4
c1cnc2c(SCc3ccc(-c4nnco4)cc3)cccc2c1	2.0	-2.3	6.7	3.0	0.2	-2.0	0.0	12.6	2.9
CC#CCN(CC#CC)S(=O)(=O)c1ccc(S(=O)(=O)N2CCOCC2)cc1	-0.3	-6.0	7.9	10.0	-3.5	0.6	6.9	-1.1	6.5
COc1ccccc1-c1nnc(C2CCN(S(=O)(=O)c3ccccc3[N+](=O)[O-])CC2)o1	5.7	0.4	7.5	5.9	-1.3	-0.9	-0.3	-0.8	1.4
COC(=O)c1nn(-c2ccc(F)cc2)ccc1=O	6.2	0.3	7.4	2.0	9.2	2.6	-3.5	3.9	0.2
Cc1ccc(/C=N/NC(=O)c2ccccn2)s1	7.8	0.3	13.2	-2.2	-4.0	-0.1	2.4	-3.5	-2.8
CCOc1ccccc1NC(=S)N1CCN(c2nc(-c3cccc(OC)c3)cs2)CC1	2.9	-80.5	7.8	2.7	-5.2	-6.8	-5.0	-10.6	17.0
COC(=O)Nc1ncc(CN2CCCCC2)s1	-2.5	1.4	-3.6	4.7	-0.3	-0.6	-3.3	-5.7	4.4
COc1cccc(NC(=O)c2ncc(Cl)c(Cl)c2Cl)c1	-0.8	4.7	1.4	-11.5	1.9	-2.7	2.2	1.9	-0.2
O=C(NCCc1ccc(Cl)cc1)c1cc(-c2ccccn2)nc2ccccc12	15.7	-2.6	1.2	-0.3	-10.8	-0.5	4.4	1.7	-4.0
CC1(c2ccccc2)NC(=O)N(CC(=O)N2CCN(S(=O)(=O)c3cccc([N+](=O)[O-])c3)CC2)C1=O (stereo not given)	2.9	-1.9	-4.6	-1.4	3.1	-1.9	-0.6	3.9	-3.9
CCN1CCCC1CN(Cc1cc2ccc(C)cc2[nH]c1=O)C(=S)Nc1ccc(OC)cc1OC (stereo not given)	4.8	1.9	15.5	-0.5	6.6	-2.6	-0.3	-1.4	6.9
C[C@@H](C(=O)Nc1ccc2ccccc2c1)[C@H]1C[C@]1(C)[C@H](NS(=O)(=O)c1ccccc1)c1ccccc1	-10.2	2.6	·	·	-10.1	-22.9	·	-52.9	-41.3
CCOC(=O)C1=C(CSc2nc3c(cc2C#N)CN(C)CC3)OC(N)=C(C#N)C1c1ccc(Cl)cc1 (stereo not given)	29.0*	-0.8	9.3	4.3	-11.4	-3.0	3.0	-2.4	3.6
O=C(c1cc2sccc2n1Cc1ccccc1)N1CCCc2ccccc21	0.4	3.1	-1.5	-0.5	4.7	-4.9	8.1	2.7	0.3
COc1cccc(NC(=S)N(CCN(C)C)Cc2cccs2)c1	1.0	0.7	6.2	2.0	2.2	-2.2	2.5	-0.5	0.7
C=CCn1c(C)cc(C(=O)CN2NS(=O)(=O)c3ccccc3C2=O)c1C	3.5	-5.7	4.9	7.8	1.6	0.2	1.2	1.8	0.9
O=C(Nc1cccnc1)OC1CCCCC1	0.7	-0.2	9.4	-2.6	-0.6	2.9	6.3	-0.5	1.2
Cc1ccc(/C=C/S(=O)(=O)NCC(=O)O)cc1	2.4	6.8	5.3	4.1	-0.5	-0.8	7.6	12.1	1.9
O=C(C(=O)N1CCc2ccccc2C1)c1c[nH]c2ccccc12	-7.6	-3.1	5.2	5.9	4.5	-5.2	9.4	-9.1	-0.4
Cc1cc(C(C)(C)C)ccc1OCCN1CCCC1	-4.6	7.3	3.3	3.9	1.0	2.9	0.0	3.5	4.5
O=C(OCCCOC(=O)c1ccc(Br)o1)c1ccc(Br)o1	-7.0	3.2	5.3	1.2	6.6	2.4	11.8	8.6	-5.6
COc1ccc2c(c1)[nH]c(=O)c1sc3ccccc3c12	1.9	-9.0	4.0	-11.2	-16.7	0.1	0.3	-6.0	0.3
O=C(Nc1cccc(-c2cn3ccccc3n2)c1)c1cnccn1	-3.2	2.7	4.6	6.5	5.9	-4.5	5.4	-0.8	1.9
CSCC[C@H](NC(=O)c1nn(C)c(=O)c2ccccc12)c1nc2ccccc2[nH]1	-0.4	4.0	1.1	-4.3	7.2	0.9	-4.4	1.2	0.0
COC(C#CCCN(C)C)(c1ccccc1)c1ccccc1	-2.9	-5.4	-0.6	0.7	0.4	-3.7	0.5	-2.1	-3.5
COC(=O)C(NC(=O)CCC(=O)N[C@@H](C(=O)OC)c1ccccc1)c1ccccc1 (stereo not given in full)	-9.9	0.9	-1.0	8.8	7.8	-3.4	3.6	-5.1	-0.3
